Assay outcomes from PubChem.
CHRM1 agonist – human M1 muscarinic receptor agonists, primary screen, Fluo-8 calcium fluorescence, CHO-K1 cells, HTS; AID 588814, 2011; activation, % at 3 µM; Muscarinic acetylcholine receptor M1 (Homo sapiens), P11229; 360,000 tested, 0.33% active; CHO-K1 hM1, agonist mode; 0% DMSO, 100% acetylcholine EC100;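 active = activation above the run's mean compound activation plus 3 SD, cut at about 16% in these data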;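 also: peak over basal fluorescence ratio within a 140 s kinetic read after compound addition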
Target sequence (P11229 whole entry, looked up): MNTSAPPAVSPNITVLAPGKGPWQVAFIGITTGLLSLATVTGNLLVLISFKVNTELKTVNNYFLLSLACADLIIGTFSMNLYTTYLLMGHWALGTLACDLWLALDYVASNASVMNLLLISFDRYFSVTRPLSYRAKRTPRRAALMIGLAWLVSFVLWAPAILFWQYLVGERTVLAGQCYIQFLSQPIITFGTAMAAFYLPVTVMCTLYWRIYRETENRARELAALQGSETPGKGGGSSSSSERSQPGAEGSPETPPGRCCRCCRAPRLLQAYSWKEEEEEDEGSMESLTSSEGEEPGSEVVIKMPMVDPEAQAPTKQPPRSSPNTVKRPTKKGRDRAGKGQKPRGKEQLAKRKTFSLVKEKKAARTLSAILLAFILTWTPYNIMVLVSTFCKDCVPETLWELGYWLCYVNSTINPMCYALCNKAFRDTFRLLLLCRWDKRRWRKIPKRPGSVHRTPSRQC
M1 PAM parental – nonselective calcium activators in parental CHO-K1 cells, primary screen, counter-screen for M1 PAM project, cell-based, Fluo-8 calcium fluorescence, full deck, 1536-well | ATP EC20; 0% at ATP EC20, 100% at ATP max | activation, % at 3 µM | 360,000 tested, 0.02% active | AID 602247, 2012;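 active = activation above the run cutoff, the mean activation of all test compounds plus 3 SD, cut at about 40% in these data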;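 also: peak over basal fluorescence ratio in a 140 s read after ATP addition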
CHO-K1 Ca ag – counter-screen for M1 agonists: effect in parental CHO-K1 cells. Fluo-8 calcium fluorescence; scaled to maximal ATP response, vehicle zero. activation, % at 3 µM. 360,000 tested, 0.48% active; in the data active = activation above about 15%;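 also: untransfected CHO-K1 host cells lacking M1 receptor as counterscreen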
CHRM1 antagonist – human M1 muscarinic receptor antagonists, primary screen, CHO-K1 cells, Fluo-8 calcium fluorescence, 1536-well | Muscarinic acetylcholine receptor M1 (Homo sapiens), P11229 | CHO-K1 hM1, ACh EC80 antagonist | inhibition, % at 3 µM | 360,000 tested, 1.3% active;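 active = percent inhibition above its own plate's cutoff, namely the mean of that plate's compound wells plus 3 SD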;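 also: peak over basal fluorescence ratio during 140 s after agonist addition; 0% = ACh EC80 plus DMSO and 100% = DMSO alone without agonist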
TAAR1 ag – human TAAR1 agonists, primary screen, Fluo-8 calcium fluorescence, CHO RD-HGA16 cells; Trace amine-associated receptor 1 (Homo sapiens), Q96RJ0; vehicle wells 0%, saturating PEA agonist 100%; activation, % at 3 µM; 360,000 tested, 0.99% active; AID 624467, 2012;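 active = activation above the mean activation of all test compounds in the run plus 3 SD, cut at about 38% in these data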
Target sequence (Q96RJ0 whole entry, looked up): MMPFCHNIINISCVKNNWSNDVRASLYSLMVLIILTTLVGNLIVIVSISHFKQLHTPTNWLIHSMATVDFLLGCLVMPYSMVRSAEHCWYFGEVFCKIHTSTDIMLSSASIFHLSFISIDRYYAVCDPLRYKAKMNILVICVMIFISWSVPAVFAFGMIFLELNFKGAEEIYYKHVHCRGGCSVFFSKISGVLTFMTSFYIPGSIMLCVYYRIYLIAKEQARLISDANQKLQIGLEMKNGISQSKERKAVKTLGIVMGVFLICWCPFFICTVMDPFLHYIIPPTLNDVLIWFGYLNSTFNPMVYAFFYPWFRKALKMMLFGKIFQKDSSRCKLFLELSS
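Benchmarks: low control DMSO, high control PEA (EC100); System: CHO RD-HGA16 cells carrying human TAAR1 plus Gα16; Detection: Fluo-8 fluorescence, 5 s baseline then 140 s kinetic read; Schedule: 17-24 h plating, Fluo-8 75 min 37 °C, 30 min RT; Read-out basis: % activation from peak over basal fluorescence ratio, DMSO-to-PEA scaled.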
M1 PAM – human M1 muscarinic receptor positive allosteric modulators, primary screen, CHO-K1 cells, Fluo-8 calcium fluorescence, 1536-well; CHO-K1 hM1, ACh EC20; 0% = ACh EC20, 100% = maximal ACh; Muscarinic acetylcholine receptor M1 (Homo sapiens), P11229; AID 588819, 2011; 360,000 tested, 0.088% active; activation, % at 3 µM; in the data active = activation above about 19%, passing the limit was not always enough
CHO parental Ca – ATP-evoked calcium signal inhibitors, parental CHO, primary screen, counter-screen for OX1R antagonist project, cell-based, fluorescence, Fluo-8 calcium dye. 330,000 tested, 0.63% active. inhibition, % at 5.6 µM. parental CHO-K1, ATP-induced calcium, Fluo-8 fluorescence;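 active = inhibition above that plate's mean sample inhibition plus 3 SD, cut at about 26% in these data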;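 also: 0% = ATP-challenged DMSO wells and 100% = DMSO wells without ATP; some compounds past the cut are filed as inactive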
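test system = CHO parental line | reagent = ATP stimulus | measured by = intracellular calcium via Fluo-8 no-wash fluorescent dye | control set = ATP and no-ATP DMSO wells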
CHO-K1 Ca antag – M1 antagonist counterscreen hit in parental CHO-K1 cells; inhibition, % at 3 µM; 360,000 tested, 0.6% active; AID 602250; ATP-induced calcium, Fluo-8 fluorescence;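 active = inhibition above a per-plate cutoff, the plate's mean sample inhibition plus 3 SD, cut at about 24% in these data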;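 also: 0% = DMSO plus EC80 ATP and 100% = DMSO alone without ATP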
TAAR1 antagonist – human TAAR1 antagonists, primary screen, Fluo-8 calcium fluorescence, CHO RD-HGA16 cells. inhibition, % at 3 µM. 360,000 tested, 1.5% active. Trace amine-associated receptor 1 (Homo sapiens), Q96RJ0. antagonist;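 active = inhibition above a per-plate cutoff, the mean inhibition of test compounds on that plate plus 3 SD, cut at about 49% in these data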;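 also: 0% = DMSO plus EC80 beta-PEA response and 100% = DMSO alone without agonist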
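System: RD-HGA16 CHO cells with stable hTAAR1 and Gα16 | Probe or stimulus: EC80 β-phenethylamine stimulus | Dosing: 3 µM, single point | Times: Dye loading 75 min at 37 °C, then 30 min room temperature | Measured by: Fluo-8 calcium-sensitive fluorescence | Read-out basis: % inhibition of agonist calcium response | Replicates: n of 1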
Active calls of the source: *; . = no result given.

SMILES	CHRM1 agonist	M1 PAM parental	CHO-K1 Ca ag	CHRM1 antagonist	TAAR1 ag	M1 PAM	CHO parental Ca	CHO-K1 Ca antag	TAAR1 antagonist
Cc1ccc(C(=O)N/N=C\c2cccc(OC(=O)c3cccc(F)c3)c2)cn1	-1	-4	5.1	7	16	-5	-20	-5	31
COCc1cc(N2CCOCC2)nc(-c2ccccc2)n1	-7	9	0.0	-1	0	-1	-13	1	6
CC(C)c1ccc(N(C(=O)c2ccco2)C(C(=O)NC2CCCC2)c2cccnc2)cc1 (stereo not given)	8	-6	2.4	1	7	-2	-13	-11	-1
Cc1ccc2nc(CSc3nnc(Nc4ccccc4C)s3)cc(=O)n2c1	-7	20	6.5	11	16	-5	-24	-7	30
c1ccc(Cn2cc(-c3ccccc3)cn2)cc1	-3	0	0.4	-12	7	14	-11	-11	-13
COc1ccc(CC(=O)NCc2nnc(SCc3ccc(C)cc3)n2C)cc1	-7	3	-0.5	10	1	3	3	1	3
CC1CCCC(CC(N)=O)CC1 (stereo not given)	-1	-10	0.7	-7	1	8	.	-10	-1
Cc1cccc(N(C)S(=O)(=O)c2ccc(-c3cnc(C4CC4)o3)cc2)c1	-3	8	2.2	8	5	-4	-2	-10	44
Fc1ccc(OCCCCCn2ccnc2)cc1	36*	8	2.7	-8	2	-4	-4	4	-14
COc1ccc(OC)c(C(c2nnnn2C2CCCC2)N2CCN(c3ccccc3)CC2)c1 (stereo not given)	-2	19	-0.2	-45	0	6	-18	-11	4
O=C(O)c1c2c(nc3ccccc13)/C(=C/c1ccc(O)cc1)CCC2	-2	0	-0.5	1	12	3	4	0	16
CCNC(=O)n1nccc1C(C)Oc1ccc(Cl)cc1 (stereo not given)	-5	27	1.1	-2	17	1	-10	-12	14
C/C(=N\NC(=O)c1cccc(F)c1)c1ccc(NC(=O)Cc2ccccc2)cc1	-3	-2	1.5	-8	3	4	.	2	-4
Cc1occc1C(=O)NNC(=S)Nc1cccc([N+](=O)[O-])c1	2	7	0.9	-4	-1	6	-6	-3	-26
CC(=O)c1c(C)[nH]c(C(=O)OC(C)C(=O)Nc2ccc(C)c(S(=O)(=O)N3CCOCC3)c2)c1C (stereo not given)	-3	-12	1.1	8	7	-1	-27	-13	-12
COc1ccc(S(=O)(=O)N2CCCC2)cc1OC	-1	4	0.4	-7	2	0	-1	-6	-19
C=C(C)c1cc2c(ccc3ccc(=O)oc32)o1	-5	-5	-0.5	-6	-2	3	-20	4	1
CCC(C)Sc1nc2ccccc2c(=O)[nH]1 (stereo not given)	-4	21	0.1	-8	-1	5	3	-17	-5
O=C(CSc1cccc[n+]1[O-])Nc1cc2c(cc1Cl)C(=O)c1ccccc1C2=O	-8	13	1.9	2	3	3	-6	-5	-4
C#CCOCCOCCOCCNc1nc(N2CCN(C(=O)[C@H](CCCCN)n3cc(CN)nn3)CC2)nc(N2CCN(C(=O)[C@H](CCC(=O)O)n3cc([C@@H](N)CCSC)nn3)CC2)n1	-1	3	0.5	-12	2	8	-2	-20	2
Cc1ccc(NC(=S)N2CCOCC2)c(C)c1	-1	-6	3.3	-8	17	-2	0	-6	8
Cc1ccc(-c2csc(C(C#N)=C(O)CN3CCN(C(=O)c4ccco4)CC3)n2)cc1	-2	-18	-1.0	-7	20	8	.	2	-29
CCOP(=O)(OCC)/C(=N/OC(=O)c1cccc([N+](=O)[O-])c1)C(N)=O	-2	-20	0.1	-11	7	11	1	14	8
CCOc1ccccc1C(=O)N[C@H](C(=O)Nc1ccc(OC)c(S(=O)(=O)N2CCOCC2)c1)C(C)C	-6	10	0.7	-3	0	6	-23	-14	-8
COC(=O)c1ccccc1NC(=O)COC(=O)c1ccco1	-4	10	0.8	-2	8	4	-6	-7	16
Cc1cc2ccccc2c(=O)n1CC(=O)N1CCN(c2cccc(Cl)c2)CC1	-7	14	0.0	-8	-1	6	-7	-1	-20
COCCN(C(=O)Cc1ccc(S(=O)(=O)N2CCOCC2)s1)c1c(N)n(CC(C)C)c(=O)[nH]c1=O	-3	5	0.8	-4	-1	8	.	-17	2
COc1ccc(-c2csc3ncn(-c4ccccc4)c(=O)c23)cc1OC	-1	6	1.1	4	4	1	-10	-5	-17
O=C(Nc1ccccc1)c1oc2ccccc2c1NC(=O)C1CC1	1	-1	5.7	-3	-1	2	-25	-5	-13
O=C(NCc1ccco1)c1ccc2nc([C@@H]3O[C@H](CO)[C@H](O)[C@H](O)[C@H]3O)[nH]c2c1	0	-1	0.1	-6	4	4	.	4	-20
CCOc1ccc(C(=O)Nc2nnc(S(=O)(=O)N3CCCCC3)s2)cc1	0	5	1.7	-4	1	5	3	-12	-8
COc1ccc(NC(=O)CS(=O)(=O)c2cn(CC(=O)N(C(C)C)C(C)C)c3ccccc23)c(OC)c1	-3	-7	0.1	-7	0	8	15	11	-17
O=C(Cc1ccccc1)NC(NC(=S)Nc1cc(Cl)ccc1Cl)C(Cl)(Cl)Cl (stereo not given)	0	4	1.3	-3	12	8	-19	-4	0
Cc1onc(-c2ccccc2)c1C(=O)N(C)CC(=O)Nc1ccc(F)c(F)c1F	-2	-17	0.0	0	2	-1	-21	-7	-7
Cc1[nH]c2c(C)cccc2c1CN1CCC(CO)(Cc2ccccc2)CC1	-3	-5	0.4	-7	7	9	-16	-3	-6
Cc1c(NC(=O)CN2C(=O)c3ccccc3S2(=O)=O)c(=O)n(-c2ccccc2)n1C	-3	11	0.3	-16	1	1	-5	-9	13
O=C(Cc1c(F)cccc1Cl)OCN1C(=O)c2ccccc2C1=O	-6	7	2.0	0	1	1	-2	-11	-17
CCn1nnnc1NC(=O)c1cc(Cl)c(OC)c(Cl)c1	-2	-2	-0.2	-3	5	7	-14	-4	-5
O=C(Oc1cccc(-c2cnc3ccccc3n2)c1)c1ccco1	-4	8	1.1	2	5	-5	5	-9	-5
COc1ccc(-c2nnc(NC(=O)c3cc(Cl)ccc3Cl)o2)cc1	1	11	0.2	-2	1	0	8	-10	1
O=c1c2ccccc2c(C=NCc2ccccn2)c(O)n1-c1ccccc1	-3	1	4.0	18	3	-16	0	-2	-23
COC(=O)c1ccc(N/C(C)=C/C(=O)c2ccc(C)o2)cc1	-8	-1	0.5	0	8	-2	-11	-11	1
CCCC(=O)Nc1ccc(C(=O)N2CCCC2)cc1	-1	-5	-0.1	-6	7	9	-6	24*	4
CCOc1ccc(OCCC(=O)NNC(=O)c2cc(OC)c(OC)c(OC)c2)cc1	-3	11	-0.1	16	0	-2	-6	0	-23
CCCCCCCC(=O)NC(Nc1ccccc1OC)C(Cl)(Cl)Cl (stereo not given)	-8	7	-0.3	9	-4	-16	-25	-8	-3
COC(=O)NCC(C)OC(=O)Nc1cccc(Cl)c1 (stereo not given)	-3	3	0.3	7	1	3	-2	8	0
CCN(CC)c1ccc(NC(=O)CCS(=O)(=O)c2ccc(Br)cc2)c(C)c1	-5	-6	2.1	14	2	-4	-26	-3	-24
COc1ccc(C(=O)O)cc1N1C(=O)Nc2ccccc2N1O	-8	8	0.5	1	3	3	-8	-10	-12

Entries of single compounds as entered above. Values in the order: CHRM1 agonist, M1 PAM parental, CHO-K1 Ca ag, CHRM1 antagonist, TAAR1 ag, M1 PAM, CHO parental Ca, CHO-K1 Ca antag, TAAR1 antagonist
COc1ccc(NC(=O)CS(=O)(=O)c2cn(CC(=O)N(C(C)C)C(C)C)c3ccccc23)c(OC)c1 reads -3, -7, 0.1, -7, 0, 8, 15, 11, -17
O=C(Cc1ccccc1)NC(NC(=S)Nc1cc(Cl)ccc1Cl)C(Cl)(Cl)Cl (stereo not given) reads 0, 4, 1.3, -3, 12, 8, -19, -4, 0
O=C(CSc1cccc[n+]1[O-])Nc1cc2c(cc1Cl)C(=O)c1ccccc1C2=O reads -8, 13, 1.9, 2, 3, 3, -6, -5, -4
CCOc1ccc(C(=O)Nc2nnc(S(=O)(=O)N3CCCCC3)s2)cc1 reads 0, 5, 1.7, -4, 1, 5, 3, -12, -8
Cc1ccc(NC(=S)N2CCOCC2)c(C)c1 reads -1, -6, 3.3, -8, 17, -2, 0, -6, 8

Continued.
SMILES	CHRM1 agonist	M1 PAM parental	CHO-K1 Ca ag	CHRM1 antagonist	TAAR1 ag	M1 PAM	CHO parental Ca	CHO-K1 Ca antag	TAAR1 antagonist
Cc1cc(C)c(NC(=O)C(C)OC(=O)c2cc(Br)c(Br)s2)c(C)c1 (stereo not given)	-7	20	1.1	-4	0	7	20	-6	14
CCc1ccccc1NC(=O)Nn1cnnc1	-1	17	3.4	-19	1	17	9	-9	-28
CCN(Cc1ccncc1)C(=O)CCc1nnc(CCC2CCCCC2)o1	-8	6	0.4	-3	2	1	-15	-9	-18
Cc1cc(C(=O)COC(=O)/C=C/c2ccco2)c(C)n1C	-2	22	0.9	-9	3	8	-17	-18	-19
CCOC(=O)[C@]12CCCC=C1N(Cc1ccc3c(c1)OCO3)C(=O)[C@H](CC(=O)NCCCN1CCCC1=O)C2	.	16	-0.4	.	1	.	.	-12	-9
CCOc1ccccc1CN1CCN(CCCc2ccccc2)CC1CCO (stereo not given)	-9	11	5.6	15	7	-13	-20	3	-15
CC(=O)c1ccc(Nc2nc(C(N)C(C)C)cs2)cc1 (stereo not given)	-3	29	0.0	-11	4	10	.	-11	-24
Cc1c(NC(=O)COC(=O)C2(c3ccc(F)cc3)CCCC2)c(=O)n(-c2ccccc2)n1C	-11	-10	-0.7	3	14	2	-7	15	-8
CCc1cc(C(=O)NNC(=S)NC2CCCCC2)cs1	1	6	3.7	-13	-1	8	4	-8	-5
O=C(OCc1cc2ccccc2[nH]c1=O)C1CCCCC1	-3	3	0.7	-6	1	2	-23	-6	8
O=C(O)[C@H](Cc1ccccc1)N1C(=O)c2ccncc2C1=O	-4	-7	-0.2	-8	21	7	-15	13	-1
CCOC(=O)C(C)n1cnc2c(nnn2-c2ccccc2)c1=O (stereo not given)	-5	5	-0.5	-10	.	11	-10	-6	.
Cc1ccc(NC(=S)NC2CC3CCC(C2)N3Cc2ccco2)c(C)c1 (stereo not given)	-9	1	-0.2	-2	0	-3	-13	1	-20
COc1ccc(-n2c(C)cc(-c3csc(N)n3)c2C)cc1	-6	14	-0.4	4	0	1	-8	-9	-1
CC1(C(=O)NS(=O)(=O)c2cccc(Cl)c2)CCN1C(=O)Cc1ccc(Cl)cc1Cl (stereo not given)	-3	0	-0.2	-5	5	5	.	-5	-28
O=C(/C=C/c1ccc(Cl)cc1Cl)OCC(=O)N1CCCC1	-6	18	1.1	-7	0	2	-8	-24	-3
